# Compound activity: PubChem, The Scripps Research Institute Molecular Screening Center
# MITF inh: MITF inhibitors, primary screen, biochemical, AlphaScreen, human. hit rate 0.91% among 650,000. Microphthalmia-associated transcription factor (Homo sapiens), O75030. inhibition, % at 2.6 µM. AID 1259374, 2018. AlphaScreen MITF homodimerization, bead proximity signal; in the data active means inhibition above about 50%;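 further: 0% = vehicle wells with protein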
# Target sequence (O75030 whole entry, looked up): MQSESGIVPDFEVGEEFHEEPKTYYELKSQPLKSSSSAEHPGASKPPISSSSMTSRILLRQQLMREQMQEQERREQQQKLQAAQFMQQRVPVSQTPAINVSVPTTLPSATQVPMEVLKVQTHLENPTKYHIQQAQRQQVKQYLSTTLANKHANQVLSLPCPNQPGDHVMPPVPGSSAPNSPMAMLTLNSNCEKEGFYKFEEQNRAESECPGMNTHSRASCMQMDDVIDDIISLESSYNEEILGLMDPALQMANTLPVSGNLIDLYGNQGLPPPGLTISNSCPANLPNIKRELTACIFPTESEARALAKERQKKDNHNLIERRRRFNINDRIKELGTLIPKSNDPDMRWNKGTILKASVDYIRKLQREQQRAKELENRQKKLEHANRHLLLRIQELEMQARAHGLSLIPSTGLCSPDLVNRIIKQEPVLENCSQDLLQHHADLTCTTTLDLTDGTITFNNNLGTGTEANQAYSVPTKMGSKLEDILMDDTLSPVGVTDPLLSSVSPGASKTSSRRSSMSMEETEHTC
# FBW7 act: FBW7 E3 ligase activators, primary screen, biochemical, AlphaScreen, human | AlphaScreen FBW7–phospho-cyclin E peptide binding, activator screen | normalized activity (activation), % at 26.1 µM | F-box/WD repeat-containing protein 7 (Homo sapiens), Q969H0 | hit rate 0.13% among 650,000; in the data active means normalized activity above about 1.9%;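 further: purified mutant Fbw7 with reduced substrate affinity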
# GPR151 activ: activators of human GPR151, primary screen, cell-based, PathHunter beta-arrestin, luminescence; G-protein coupled receptor 151 (Homo sapiens), Q8TDV0; PathHunter beta-arrestin GPR151 cells; activation, % at 11.2 µM; hit rate 1% among 650,000; AID 1508602, 2020; in the data active means activation above about 4.9%;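 further: 0% = median of compound wells and 100% = cells with positive control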
# Target sequence (Q8TDV0 whole entry, looked up): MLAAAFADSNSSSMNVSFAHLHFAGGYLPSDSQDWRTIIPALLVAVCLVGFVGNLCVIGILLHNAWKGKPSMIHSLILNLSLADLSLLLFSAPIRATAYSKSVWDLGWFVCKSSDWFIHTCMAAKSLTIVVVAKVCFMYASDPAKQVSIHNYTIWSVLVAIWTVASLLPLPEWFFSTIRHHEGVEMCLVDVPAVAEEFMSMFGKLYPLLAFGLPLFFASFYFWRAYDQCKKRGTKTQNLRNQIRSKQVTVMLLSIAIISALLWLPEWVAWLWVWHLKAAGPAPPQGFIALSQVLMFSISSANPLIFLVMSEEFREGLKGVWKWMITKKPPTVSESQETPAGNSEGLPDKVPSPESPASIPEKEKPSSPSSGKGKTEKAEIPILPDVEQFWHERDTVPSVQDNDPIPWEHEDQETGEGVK
# TEAD-YAP block: TEAD-YAP interaction inhibition, primary screen, TEAD-YAP interaction inhibitor project, luminescence, HEK-TIYL cells. AID 1259422, 2018. inhibition, % at 9.12 µM. hit rate 1.4% among 640,000. TEAD-Gal4/YAP UAS-luciferase luminescence; in the data active means inhibition above about 32%;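 further: 0% = median of test compound wells and 100% = reference inhibitor wells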
# * hit, by the source's call; & = joins results of further samples; ! = not confirmed by another sample.
cpd | Molecule | MITF inh | FBW7 act
1 | COc1ccc(-c2cc(N)ncn2)cn1 | 15 | 0.1
2 | CCNc1nc(NC2CC2)c2[nH]cnc2n1 | -9 | -0.1
3 | CCCC(=O)Nc1ccccc1NC(=O)c1ccccc1Br | 7 | 0.3
4 | COc1cccc(C(=O)Nc2ccc(OC)cc2OC)c1 | -6 | 0.0
5 | c1ccc2cc(OCCCn3ccnc3)ccc2c1 | 43 | -0.4
6 | COc1ccccc1C(=O)Nc1ccc(S(=O)(=O)N2CCCCC2c2cccnc2)cc1 (stereo unspecified) | 14 | 0.1
7 | CCOc1ccc(C2CC(=O)c3c([nH]c(C(=O)OC)c3C)C2)cc1OC (stereo unspecified) | 13 | 0.1
8 | O=C(Cc1c[nH]c2ccccc12)NC12CC3CC(CC(C3)C1)C2 | 9 | 0.4
9 | CCN(CC)S(=O)(=O)c1ccc(C(=O)NCc2nnc(SCC(=O)N3CCc4ccccc43)n2-c2cc(OC)ccc2OC)cc1 | -7 | -0.1
10 | Cc1cc(Br)ccc1OCCn1cnc2ccccc2c1=O | -4 | -0.2
11 | Oc1c(CN2CCCCC2)cc(Br)c2cccnc12 | 98* | -1.3
12 | CCOC(=O)c1c(NC(=O)c2cccc([N+](=O)[O-])c2)sc(C(=O)NC2CCCC2)c1C | 11 | -0.1

cpd | GPR151 activ | TEAD-YAP block
1 | -1.1 | -5
2 | 2.6 | 5
3 | -1.1 | -3
4 | -1.4 | -6
5 | -0.4 | -24
6 | -0.2 | 24
7 | -0.3 | -12
8 | -2.3 | 8
9 | 0.7 | 3
10 | -0.3 | -75
11 | 0.3 | 58*
12 | -0.3 | 2

# Remaining list, next part.
cpd | Molecule | MITF inh | FBW7 act
13 | O=c1oc2c(-c3ccc([N+](=O)[O-])cc3)cc(O)cc2s1 | -8 | -0.2
14 | COC(CNC(=O)c1cnn2c(C)c(Cc3cc(C)ccc3C)c(C)nc12)OC | 0 | -0.1
15 | O=C(Nc1cccc(Cl)c1F)c1cnc(Nc2ccnc(Nc3ccc(N4CCOCC4)cc3)c2)s1 | 20 | -0.2
16 | COCCn1nnnc1C(c1ccccc1)N1CCN(c2nc3ccccc3s2)CC1 (stereo unspecified) | 3 | 0.3
17 | CN(CC(=O)N(C)c1c(N)n(Cc2ccccc2)c(=O)[nH]c1=O)Cc1cccc(F)c1 | 22 | 0.3
18 | COc1ccccc1CNC(=O)CN1C(=O)CC(C)(C)Sc2ccccc21 | -6 | -0.2
19 | CC(C)(C)c1cc(S(N)(=O)=O)c2cc(C(C)(C)C)cc(S(N)(=O)=O)c2c1 | -8 | -0.2
20 | FC(F)(F)c1ccc(Cn2cnc3c(NC4CC4)nc(Nc4ccc(N5CCOCC5)cc4)nc32)cc1 | 7 | 0.1
21 | CCOC(=O)C1(CC2CC2)CCN(C(=O)c2ccc3nc(C)[nH]c3c2)CC1 | 6 | 0.1
22 | CCN(CC)S(=O)(=O)c1cc([N+](=O)[O-])ccc1N/N=C/c1cccc(OC)c1 | -8 | -0.2
23 | CCN(CC)CC(=O)Nc1ccc2c(c1)N(C(=O)CN(CC)CC)c1ccccc1CC2 | -2 | -0.1
24 | CCC(C)NS(=O)(=O)c1ccc(C)c([N+](=O)[O-])c1 (stereo unspecified) | 11 | 0.5

cpd | GPR151 activ | TEAD-YAP block
13 | 0.9 | -9
14 | 1.0 | 1
15 | -1.2 | 0
16 | -1.3 | 0
17 | 0.5 | -3
18 | 0.3 | -3
19 | 0.4 | 2
20 | 1.6 | -7
21 | 0.9 | -10
22 | 1.5 | -3
23 | -0.3 | -4
24 | 1.0 | 9

# Values in list order from above:
# Nos. 21–24 in MITF inh read 6, -8, -2, 11

# The listing continues.
cpd | Molecule | MITF inh | FBW7 act
25 | Cc1ccc(COc2cccc3ccc(N4CCN(C(=O)c5ccco5)CC4)nc23)cc1 | -7 | 0.1
26 | Cc1cc(C(F)F)n2ncc(C(=O)NC3CCCCCC3)c2n1 | 8 | 0.8
27 | O=C(NC(=S)Nc1ccccc1I)c1cccnc1 | -6 | -0.1
28 | CCOC(=O)C1=C(C)NC2=C(C(=O)C(C(=O)OCC)C(c3cccc(OC)c3)C2)C1c1cc(C)sc1C (stereo unspecified) | -1 | 0.0
29 | C=CCn1c(=O)[nH]c2cc(C(=O)N3CCN(c4ccccc4)CC3)ccc2c1=O | -4 | 0.0
30 | Clc1ccc(-c2cn3ccccc3n2)cc1 | -3 | 0.0
31 | CCN1C(=O)NC(c2ccccc2[N+](=O)[O-])C(C(=O)c2cccs2)C1(O)C(F)(F)F (stereo unspecified) | -12 | -0.1
32 | CCOC(=O)c1c(NC(=O)C(C)Sc2nnc(CNC(=O)c3cccc(F)c3)n2C)sc2c1CCCCC2 (stereo unspecified) | -2 | -0.2
33 | CS(=O)(=O)N(Cc1ccccc1)c1ccc(C(=O)Nc2ccc(CC#N)cc2)cc1 | -17 | 0.0
34 | CCOC(=O)N1CCN(C(=S)NC(=O)C23CC4CC(CC(C4)C2)C3)CC1 | 48 | -0.1
35 | C=CCNC(=O)/C(C#N)=C/c1c(Oc2ccc(Cl)cc2)nc2c(C)cccn2c1=O | -14 | 0.1
36 | O=C(Cc1cn(-c2ccc(N3CCCC3CO)nn2)c2ccccc12)NCCOc1ccccc1 (stereo unspecified) | 12 | 0.1

cpd | GPR151 activ | TEAD-YAP block
25 | 1.1 | 7
26 | -0.6 | -7
27 | -4.9 | -32
28 | -1.2 | 16
29 | 0.3 | 3
30 | -7.9 | -11
31 | -2.0 | -2
32 | -0.1 | -4
33 | 0.4 | 3
34 | 0.2 | -6
35 | -0.7 | -8
36 | 0.1 | -6

# In the list so far, 3 contain a Cl atom:
cpd | Molecule | MITF inh | FBW7 act
15 | O=C(Nc1cccc(Cl)c1F)c1cnc(Nc2ccnc(Nc3ccc(N4CCOCC4)cc3)c2)s1 | 20 | -0.2
30 | Clc1ccc(-c2cn3ccccc3n2)cc1 | -3 | 0.0
35 | C=CCNC(=O)/C(C#N)=C/c1c(Oc2ccc(Cl)cc2)nc2c(C)cccn2c1=O | -14 | 0.1

cpd | GPR151 activ | TEAD-YAP block
15 | -1.2 | 0
30 | -7.9 | -11
35 | -0.7 | -8

# Additional structures:
cpd | Molecule | MITF inh | FBW7 act
37 | C=CCn1c(SCC(=O)Nc2ccc(S(=O)(=O)Nc3nccs3)cc2)nnc1-c1cccnc1 | 16 | 0.4
38 | Cc1sc2ncn(CC(=O)Nc3ccccc3Cl)c(=O)c2c1C | -6 | 0.0
39 | Cc1cccc(CCNC(=O)CNS(=O)(=O)c2ccc3nc(C)sc3c2)c1 | 6 | -0.1
40 | Cc1c(C(=O)Nc2ccc(F)cc2Cl)sc2ncnc(N3CCN(c4ccccc4)CC3)c12 | 20 | -0.1
41 | COc1ccc(CNc2nc(SCc3ccc([N+](=O)[O-])cc3)nc3ccccc23)cc1 | 1 | -0.1
42 | CCOc1cc(/C=C2/SC(=S)N(CCCC(=O)O)C2=O)ccc1O | 23 | 0.5
43 | NS(=O)(=O)c1ccc(CCNC2CC(=O)N(c3ccc(Br)cc3)C2=O)cc1 (stereo unspecified) | -2 | -0.1
44 | CCOc1ccc(OCC(=O)Nc2ccccc2C(F)(F)F)cc1 | -15 | 0.1
45 | CC1=C(C(=O)Nc2ccccc2)C(c2ccccc2)n2nc(CCCO)nc2N1 (stereo unspecified) | 5 | -0.1
46 | Cc1ccc(N(CC(=O)NC2CCCCC2O)S(=O)(=O)c2ccc(C)cc2)cc1 (stereo unspecified) | 16 | 1.3
47 | O=c1c(-c2ccc(O)cc2)coc2cc(O)cc(O)c12 | 15&18&22&3 | 0.0&0.0&-0.1
48 | COc1cccc(C2=NOC(C(=O)N3CCOCC3)C2)c1OC (stereo unspecified) | 4 | 0.1

cpd | GPR151 activ | TEAD-YAP block
37 | 1.0 | 9
38 | 0.3 | -1
39 | 0.1 | -4
40 | 0.3 | 3
41 | 1.1 | -4
42 | -2.1 | 73*
43 | -0.3 | 0
44 | -1.2 | -16
45 | -0.5 | 6
46 | -0.1 | 13
47 | -1.6&-3.2&-0.4&-1.7 | 44*!
48 | -1.1 | -31

# Some entries already given with just MITF inh, FBW7 act and TEAD-YAP block:
no.	compound	MITF inh	FBW7 act	TEAD-YAP block
44	CCOc1ccc(OCC(=O)Nc2ccccc2C(F)(F)F)cc1	-15	0.1	-16
40	Cc1c(C(=O)Nc2ccc(F)cc2Cl)sc2ncnc(N3CCN(c4ccccc4)CC3)c12	20	-0.1	3
38	Cc1sc2ncn(CC(=O)Nc3ccccc3Cl)c(=O)c2c1C	-6	0.0	-1
41	COc1ccc(CNc2nc(SCc3ccc([N+](=O)[O-])cc3)nc3ccccc23)cc1	1	-0.1	-4

# Carrying on.
cpd | Molecule | MITF inh | FBW7 act
49 | CCOC(=O)C1=C(C)N=C(SC)N(C)C1c1ccccc1 (stereo unspecified) | 18 | 0.1
50 | CCC(=O)Nc1sc2c(c1C#N)CCN(C(C)=O)C2 | 5 | 0.0
51 | O=C(NC1CCCCC1)NC1(C(=O)N2CCC(O)CC2)CCCCC1 | 8 | 0.2
52 | CCC[C@@H]1NC(=O)[C@@H]2C[C@H](NC(=O)c3ccc(F)cc3)CN2C1=O | -4 | -0.1
53 | COc1cccc(C2CC(c3ccc(C(C)C)cc3)n3nc(N)nc3N2)c1 (stereo unspecified) | -9 | 0.0
54 | CC(=O)Nc1ccc(N2COc3ccc(C(C)(C)C)cc3C2)cc1 | 9 | 0.5
55 | Nc1c(C(=O)c2ccc(Br)cc2)sc2nc(N3CCCCC3)c3c(c12)CCCC3 | 10 | 0.3
56 | COc1ccc(NC(=O)c2cccc3ccccc23)cc1 | -3 | 0.0
57 | CC(C)Sc1ccc(CC(=O)N2CC(c3nc(-c4ncccn4)no3)C2)cc1 | -8 | -0.2
58 | CCN(CC)CC#Cc1cccc(C)c1 | -2 | -0.2
59 | O=C(CCc1ccccc1)Nc1ccc(COCC(F)(F)F)cc1 | -3 | 0.1
60 | COC(=O)C1OC2(CCCC2)OC1C(=O)OC (stereo unspecified) | 17 | -0.1

cpd | GPR151 activ | TEAD-YAP block
49 | 2.7 | -14
50 | 1.3 | 28
51 | -0.8 | 2
52 | 0.5 | -7
53 | -1.0 | -10
54 | -0.3 | 0
55 | -0.9 | -2
56 | -1.5 | -4
57 | -1.3 | 12
58 | -0.6 | -5
59 | 0.5 | -9
60 | 1.6 | 2

# Other compounds follow.
cpd | Molecule | MITF inh | FBW7 act
61 | O=S(=O)(c1ccc(NC(=S)NCCC2=CCCCC2)cc1)N1CCOCC1 | 12 | 0.9
62 | Cc1nnc(Nc2cccc(Nc3nnc(C)c4ccccc34)c2)c2ccccc12 | 19 | 0.7
63 | CCN(CC)S(=O)(=O)c1ccc(-c2nnc(SCC(=O)NC(C)(C)C)o2)cc1 | -8 | -0.1
64 | O=C(/C=C/c1ccco1)NC(=S)Nc1cc([N+](=O)[O-])ccc1F | 4 | 0.2
65 | C#CCN1CCN(c2c(C)cccc2NC(=O)c2ccc(Br)o2)CC1 | 4 | 0.0
66 | COc1ccc(-n2c(=O)[nH]c3c(C(N)=O)nc(-c4cccs4)nc32)cc1 | 6 | 0.2
67 | CSCCC(Nc1ncnc2c1oc1ccccc12)C(=O)O (stereo unspecified) | -6 | -0.2
68 | Cc1cccc(CN2CCN3C(=O)[C@H](COCc4ccccc4)NC(=O)[C@H]3C2)n1 | -2 | 0.0
69 | C/C(CC(=O)Nc1cccc(C)c1)=N/NC(=O)COc1ccc(C)cc1Br | -4 | 0.0
70 | CC(=O)c1cccc(CN2CCC(n3nccc3NC(=O)CCCc3ccccc3)CC2)c1 | 7 | -0.1
71 | CC(C)(C)N/N=C1\CC(c2ccccc2)Oc2ccccc21 (stereo unspecified) | 6 | 0.1
72 | Cc1cc(C)cc(NC(=O)/C(=C/c2cccc([N+](=O)[O-])c2)NC(=O)c2ccccc2F)c1 | -2 | 0.0

cpd | GPR151 activ | TEAD-YAP block
61 | -0.5 | 9
62 | -1.2 | 17
63 | 0.5 | -7
64 | -0.2 | -2
65 | -1.0 | 5
66 | 0.7 | -6
67 | -1.7 | 3
68 | -0.7 | -5
69 | 0.5 | -14
70 | 0.7 | 9
71 | 1.3 | 13
72 | -0.8 | 3

# Individual results from the results shown.
# CCOc1ccc(OCC(=O)Nc2ccccc2C(F)(F)F)cc1 | GPR151 activ = -1.2
# CCCC(=O)Nc1ccccc1NC(=O)c1ccccc1Br | TEAD-YAP block = -3
# COc1cccc(C(=O)Nc2ccc(OC)cc2OC)c1 | FBW7 act = 0.0
# CC(C)(C)N/N=C1\CC(c2ccccc2)Oc2ccccc21 (stereo unspecified) | GPR151 activ = 1.3
# C=CCn1c(=O)[nH]c2cc(C(=O)N3CCN(c4ccccc4)CC3)ccc2c1=O | TEAD-YAP block = 3

# Rows were taken by chance. About 3.5% of those tested had a hit in this group.
